Fh CTSL1 inh = cathepsin L1 inhibition, PFM18AAP counter-screen; recombinant F. hepatica cathepsin L1, Z-Leu-Arg-MCA fluorescence; inhibition, % at 5.96 µM; 300,000 compounds, 0.49% hits;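 active = inhibition above the mean of all tested compounds plus 3 SD, set per screening campaign, cut at about 17% in these data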;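 also: 0% = plate median of test compound wells and 100% = 1 µM Z-Phe-Ala-diazomethylketone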
VLA-4 inh = inhibition in a human VLA-4 binding assay. P13612. VLA-4 expressing cells, ligand binding flow cytometry. inhibition, % (about 7 µM as worked out from the volumes in the protocol). 330,000 compounds, 0.2% hits. AID 2557; in the data active = inhibition above about 50%
PP1 inh = PP1-alpha (human) inhibition in PP5 counter-screen; 320,000 compounds, 0.9% hits; purified PP1alpha, OMFP fluorescence; P62136; inhibition, % at 6.7 µM;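 active = inhibition above the mean inhibition of all tested compounds plus 3 SD, computed separately for each screening campaign, cut at about 15% in these data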
core dimer inh = HCV core protein dimerization inhibition; TR-FRET GST/Flag-core106 dimerization, 1536-well; inhibition, % at 5 µM; 300,000 compounds, 0.33% hits;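 active = inhibition above the mean of all tested compounds plus 3 SD, set per screening campaign, cut at about 45% in these data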
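System: GST-tagged and Flag-tagged HCV core protein residues 1-106 / Input: core106 proteins, GST 13.5 nM and Flag 17 nM / Buffer or medium: KF-containing HEPES buffer, pH 7.45, DTT, CHAPS, BSA / Probe or stimulus: Eu-anti-GST and XL665-anti-Flag labelled anti-tag antibodies / Schedule: 4 h, 22.5 °C incubation / Technique: TR-FRET 671 and 617 nm emission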
PP5 primary = inhibitors of human protein phosphatase 5 (PP5). P53041. purified PP5c, OMFP substrate fluorescence. inhibition, % at 6.7 µM. 320,000 compounds, 0.18% hits. AID 1987;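 active = inhibition above the campaign's mean inhibition across all tested compounds plus 3 SD, cut at about 9.5% in these data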;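 also: 0% = DMSO only and 100% = 100 µM cantharidin control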
Target sequence (P53041 whole entry, looked up): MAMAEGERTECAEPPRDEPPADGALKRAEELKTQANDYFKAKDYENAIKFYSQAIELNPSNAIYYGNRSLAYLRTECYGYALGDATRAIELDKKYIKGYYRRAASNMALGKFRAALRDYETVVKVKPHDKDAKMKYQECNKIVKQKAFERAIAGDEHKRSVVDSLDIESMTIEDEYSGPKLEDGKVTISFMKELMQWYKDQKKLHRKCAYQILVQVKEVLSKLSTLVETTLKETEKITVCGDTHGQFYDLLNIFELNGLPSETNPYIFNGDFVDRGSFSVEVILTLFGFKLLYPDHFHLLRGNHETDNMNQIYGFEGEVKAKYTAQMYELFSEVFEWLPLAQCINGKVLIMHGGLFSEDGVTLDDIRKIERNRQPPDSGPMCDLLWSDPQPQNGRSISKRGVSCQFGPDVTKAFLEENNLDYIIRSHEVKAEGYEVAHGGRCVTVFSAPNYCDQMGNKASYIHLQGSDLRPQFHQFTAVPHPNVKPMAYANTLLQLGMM
procasp7 counter = counter-screen for procaspase-3 activators: activators of human procaspase-7. AID 463210. P55210. recombinant procaspase-7, Ac-DEVD-pNA absorbance 405 nm; D23A/D198A/D206A triple mutant, cannot self-cleave; scale: DMSO 0, 5 µM enzyme 100. activation, % at 8.5 µM. 330,000 compounds, 0.093% hits;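 active = percent activation above the screen-wide mean plus 3 SD, cut at about 25% in these data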
Target sequence (P55210 whole entry D23A/D198A/D206A): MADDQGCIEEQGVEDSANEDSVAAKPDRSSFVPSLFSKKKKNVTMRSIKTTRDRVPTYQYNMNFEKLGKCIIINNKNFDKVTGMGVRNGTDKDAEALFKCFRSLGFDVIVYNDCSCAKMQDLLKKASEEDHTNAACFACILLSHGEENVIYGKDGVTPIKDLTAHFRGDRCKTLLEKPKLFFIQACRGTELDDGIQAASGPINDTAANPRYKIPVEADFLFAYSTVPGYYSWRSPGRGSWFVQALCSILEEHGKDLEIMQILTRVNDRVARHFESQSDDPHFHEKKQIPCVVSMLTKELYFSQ
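System: Uncleavable procaspase-7 mutant enzyme; Amount: 2 µM procaspase-7 mutant as dispensed; Schedule: 1 h compound preincubation, 2 h substrate cleavage, 25 °C; Measured by: 405 nm absorbance of p-nitroaniline; Evaluation: percent activation from buffer-corrected 0–120 min absorbance change; Control set: low DMSO alone, high DMSO plus 5 µM PC-7.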
proCasp3 act = activators of human procaspase-3; P42574; recombinant procaspase-3 D3A, Ac-DEVD-pNA absorbance 405 nm; activation, % at 8.5 µM; 330,000 compounds, 0.11% hits; AID 463141;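 active = activation above the mean of all tested compounds plus 3 SD, cut at about 21% in these data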;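 also: 0% = DMSO alone and 100% = DMSO wells spiked with extra 5 µM PC-3 D3A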
Target sequence (P42574 whole entry D9A/D28A/D175A): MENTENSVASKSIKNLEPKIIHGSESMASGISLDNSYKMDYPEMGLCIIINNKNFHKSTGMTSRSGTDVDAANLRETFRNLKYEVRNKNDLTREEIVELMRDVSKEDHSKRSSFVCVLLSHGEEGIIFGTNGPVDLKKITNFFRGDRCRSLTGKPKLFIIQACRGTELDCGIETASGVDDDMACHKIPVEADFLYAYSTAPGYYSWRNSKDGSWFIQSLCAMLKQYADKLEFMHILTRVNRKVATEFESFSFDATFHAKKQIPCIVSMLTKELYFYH
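System: Procaspase-3 D3A mutant. Medium: Zinc-free 300 mM NaCl, 50 mM HEPES, 0.01% Triton X-100. Schedule: 1 h preincubation plus 2 h reaction at 25 °C. Measured by: 405 nm absorbance of p-nitroaniline, reads at 0 and 120 min. Read-out: percent activation relative to control range.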
GASC-1 inh = human JMJD2C demethylase inhibition; Q9H3R0; GST-JMJD2C(1-420) H3K9me3 demethylation, DELFIA europium; inhibition, % at 2.35 µM; 330,000 compounds, 0.069% hits; AID 2099;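 active = more than half of a compound's replicate wells show inhibition beyond 50%, single wells judged on their own value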;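 also: signal counts dimethyl H3K9 product captured on neutravidin plate; 0% = median of DMSO wells and 100% = 0.3 times that DMSO median; strong numbers were not always called active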
GRK2 inh = human GRK2 inhibition via aptamer displacement. AID 488847. 330,000 compounds, 0.59% hits. P25098. bead flow cytometry, FAM-aptamer displacement from GRK2. inhibition of aptamer binding, % at 10 µM;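 active = inhibition of aptamer binding above 40%, roughly 3 SD of noise, on plates passing a quality check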;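 also: median bead fluorescence of bound FAM aptamer so fluorescent compounds give negative values; no value below 0 was filed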
Numbers without * were called inactive; i = inactive; / = no result given; & = joins results of further samples.

| smiles | Fh CTSL1 inh | VLA-4 inh | PP1 inh | core dimer inh | PP5 primary | procasp7 counter | proCasp3 act | GASC-1 inh | GRK2 inh |
| --- | --- | --- | --- | --- | --- | --- | --- | --- | --- |
| O=C(c1ccc(Sc2ccc(F)cc2)c([N+](=O)[O-])c1)N1CCOCC1 | 2 | 10 | 1 | -2 | 0.5 | 7 | -6 | -17 | 2 |
| O=C(CSc1nc(-c2ccccc2)cc(=O)[nH]1)Nc1ccccc1F | 3 | 0 | -2 | -1 | -1.2 | 1 | 4 | 2 | 2 |
| O=C(CN1CCN(c2ccccc2F)CC1)N1N=CCC1c1ccccc1 (stereo not given) | 1 | 0 | 4 | 6 | 0.5 | 8 | 6 | 24 | 1 |
| Fc1ccc(/C=N/Nc2nccnc2Cl)cc1 | -1 | -6 | -2 | -2 | 3.5 | 1 | -1 | -4 | 0 |
| CCCCCC1CC1C(=O)N/N=C/c1ccc(N(C)C)cc1 (stereo not given) | 1 | 1 | 6 | -2 | 5.1 | -7 | 2 | 5 | 0 |
| Cc1cc(C(=O)N/N=C/c2c(C)[nH]n(-c3ccccc3)c2=O)n[nH]1 | 4 | -5 | 4 | -14 | 2.6 | 12 | 7 | -2 | 1 |
| O=C(O)C1CC(=O)N(Cc2ccc3c(c2)OCO3)C1 (stereo not given) | -3 | 6 | -5 | -2 | 1.1 | 2 | 2 | -1 | 0 |
| O=C(CN1C(=O)CNC1=O)Nc1cccc(C(F)(F)F)c1 | 0 | 5 | -3 | -2 | 2.4 | 4 | 3 | 2 | 0 |
| CN(C)c1ccc(CNn2cnnc2SCc2ccc(F)cc2)cc1 | 4 | 1 | -4 | -2 | 0.8 | -1 | 5 | 1 | 5 |
| c1csc(-c2noc(CN3CCc4sccc4C3)n2)c1 | 4 | 10 | -6 | -1 | 2.5 | -1 | -4 | -2 | 1 |
| COCCNc1nc(-c2cc3ccccc3o2)cs1 | 4 | 1 | -1 | 1 | 2.4 | -9 | 4 | -2 | 3 |
| O=C(CCN1CCN(c2ccccc2F)CC1)Nc1cccc(F)c1 | 3 | 3 | -1 | -3 | 0.3 | 1 | 4 | -8 | 0 |
| Cc1ccc(NCC(O)C(O)C(O)CO)cc1C (stereo not given) | 0 | -1 | 4 | 0 | 2.5 | -1 | -5 | 3 | 1 |
| CCN(CC)c1ccc(-c2nnc(SCC(=O)Nc3ccccc3C#N)n2-c2ccccc2)cc1 | 0 | 0 | -2 | 20 | 5.7 | 6 | -5 | 11 | 0 |
| Cc1cc(C)n(C(=O)c2ccc([N+](=O)[O-])cc2[N+](=O)[O-])n1 | 0 | 20 | 0 | -3 | 0.4 | -3 | 1 | 10 | 3 |

Next part; the last two above are carried over.
| smiles | Fh CTSL1 inh | VLA-4 inh | PP1 inh | core dimer inh | PP5 primary | procasp7 counter | proCasp3 act | GASC-1 inh | GRK2 inh |
| --- | --- | --- | --- | --- | --- | --- | --- | --- | --- |
| CCN(CC)c1ccc(-c2nnc(SCC(=O)Nc3ccccc3C#N)n2-c2ccccc2)cc1 | 0 | 0 | -2 | 20 | 5.7 | 6 | -5 | 11 | 0 |
| Cc1cc(C)n(C(=O)c2ccc([N+](=O)[O-])cc2[N+](=O)[O-])n1 | 0 | 20 | 0 | -3 | 0.4 | -3 | 1 | 10 | 3 |
| COc1ccc(-n2c(O)c(/C=N/Nc3nc(C)cc(C)n3)c3ccccc3c2=O)cc1OC | 4 | 1 | 5 | -5 | -0.2 | -12 | -7 | 15 | 0 |
| O=C(O)CCC(=O)NNC(=O)c1ccc(Br)cc1 | 2 | / | -2 | -5 | 0.1 | -1 | 5 | -1 | 1 |
| O=C(COC(=O)CCOc1ccccc1)Nc1ncc(Cl)cc1Cl | -25 | -12 | -1 | -4 | 1.1 | 6 | -2 | -8 | 2 |
| CCS(=O)(=O)Nc1ccc(-c2nnc(SCC(=O)OC)o2)cc1 | 0 | -14 | -2 | -14 | -0.4 | 2 | -5 | -16 | 0 |
| COc1ccccc1CNC(=O)COC(=O)c1ccc(C(=O)c2ccccc2)cc1 | / | 6 | / | / | / | 4 | 2 | -4 | 2 |
| NC(=S)NN=Cc1ccc(-c2ccc(S(=O)(=O)Nc3ncccn3)cc2)o1 | / | 3 | / | / | / | -8 | 1 | / | 1 |
| CN(CCCN1CCOCC1)Cc1cn(C)nc1-c1ccccc1F | -4 | -1 | -3 | -1 | -2.5 | -10 | 7 | -4 | 2 |
| CN(C)C(=O)c1nnsc1Sc1ccc(Cl)cc1 | -4 | -2 | -2 | 3 | 1.3 | -2 | 6 | 3 | 2 |
| COc1cc(C)ccc1OCc1cc(C(=O)N2CCC(c3ccc(F)cc3)C2)no1 (stereo not given) | 10 | -4 | -5 | 5 | -0.3 | -8 | 0 | -11 | 2 |
| CN1CCN(c2nc(N3CCN(c4ccccc4)CC3)ncc2F)CC1 | 7 | 8 | -1 | -1 | -0.2 | 6 | -5 | -18 | 2 |
| CCCCCCCC[n+]1cccc2c3ccccc3ccc21 | 2 | 10 | 4 | 3 | -2.6 | 3 | -5 | -2 | 0 |
| O=C(NCC(c1ccc(F)cc1)N1CCOCC1)c1ccc(OCc2ccccc2)cc1 (stereo not given) | / | -2 | / | / | / | 3 | 3 | -1 | 6 |
| O=c1c2ccccc2nc(SCc2ccccc2)n1CC1CCCO1 (stereo not given) | 8 | 4 | 0 | 3 | -1.1 | 1 | -6 | 0 | 1 |
| N#CCCN(CCC#N)c1nnc(-c2ccccc2)s1 | 1 | -1 | -5 | -1 | 2.2 | 0 | -1 | -8 | 1 |
| O=C(Cc1ccccc1)NC(NC(=O)Cc1ccccc1)c1cccc([N+](=O)[O-])c1 | 1 | 4 | 1 | 2 | 3.1 | 8 | 5 | 32 | 0 |
| CN1CCN(C(=O)C2(NC(=O)NCc3ccccc3)CCCCC2)CC1 | -2 | 13 | -3 | -17 | -1.1 | -4 | 7 | 1 | 0 |
| O=S(=O)(NC1CCc2ccccc21)c1ccc(S(=O)(=O)N2CCCC2)cc1 (stereo not given) | 1 | 8 | -2 | -3 | 0.6 | 16 | -2 | 3 | 0 |
| Cc1ccc(-c2cc(C(=O)NCc3ccccn3)c3ccccc3n2)cc1C | -1 | -4 | 2 | 12 | -0.3 | -31 | -20 | 8 | 1 |
| O=C(CC1(O)C(=O)N(Cc2ccccc2)c2ccccc21)c1ccc2c(c1)OCO2 (stereo not given) | 2 | 4 | -3 | 3 | 2.5 | -15 | 3 | 15 | 0 |
| COC(=O)c1ccc(C2/C(=C(/O)c3ccc4c(c3)CC(C)O4)C(=O)C(=O)N2CCN2CCOCC2)cc1 (stereo not given) | -7 | -43 | 1 | -5 | 1.8 | -23 | 2 | 1 | 4 |
| CN(Cc1nccn1C)C(=O)CC1C(=O)NCCN1Cc1cccc(Oc2ccccc2)c1 (stereo not given) | 2 | -3 | 1 | 5 | 1.2 | 8 | -1 | -7 | 5 |
| COC(=O)CCN(C1CCCCC1)S(=O)(=O)c1ccc(S(=O)(=O)N2CCCCC2)cc1 | 9 | -41 | -4 | 1 | -1.8 | -5 | -5 | -3 | 2 |
| CCN(CC)C(=O)CN1C(=O)C2CC=C(Cl)CC2C1=O (stereo not given) | 3 | -4 | -4 | 1 | -0.6 | 5 | 3 | -4 | 0 |
| COc1ccc(NC(=O)CCC2CCCCC2)cc1S(=O)(=O)N1CCCCC1 | 0 | 13 | 3 | 5 | 3.6 | -5 | 1 | 0 | 1 |
| O=C(CN1C(=O)COc2ccccc21)N(Cc1ccccc1)Cc1ccccn1 | -1 | 8 | -4 | 6 | -2.2 | 2 | 1 | -4 | 0 |
| COc1ccc(NC(=O)c2ccc(N3CCCC3=O)cc2)cc1Cl | / | 0 | / | / | / | -7 | -10 | 7 | 4 |
| COc1ccc(NC(=O)CSCC(=O)Nc2ccccc2N2CCCCC2)cc1 | 2 | -5 | 1 | -4 | 4.3 | 5 | 5 | 1 | 0 |
| CC(C)CNC(=O)COC(=O)c1ccccc1OCC(=O)Nc1ccc(Br)cc1 | -1 | 24 | -5 | -5 | -1.5 | 0 | 3 | 9 | 0 |
| Nc1nnnn1/N=C/c1ccccn1 | -3 | 7 | 1 | -4 | 0.3 | 2 | -2 | 93 | 3 |
| CCCN(CC(=O)Nc1ccccc1C)C(=O)c1ccc(N2CCCCC2)c([N+](=O)[O-])c1 | -1 | 5 | 0 | 6 | 2.1 | 6 | 5 | 3 | 2 |
| COc1ccc(-c2cc(C(=O)Nc3ccc(OC)cc3OC)no2)cc1 | -1 | 16 | -3 | 0 | 1.7 | 4 | 2 | 5 | 3 |
| CC(C)C(c1nnnn1C1CCCC1)N(C)C1CCCCC1 (stereo not given) | -1 | -1 | -6 | -1 | -0.1 | -2 | -4 | 6 | 3 |
| O=C(N/N=C/C=N/NC(=O)c1ccco1)c1ccco1 | 5 | 9 | -1 | 4 | 1.2 | 8 | 4 | 0 | 0 |
| O=C1CCC(C(=O)N2CCC(CCO)CC2)CN1Cc1ccc(Cl)cc1 (stereo not given) | 1 | 1 | 2 | 4 | 1.3 | -9 | 10 | -6 | 4 |
| O=C(Nc1ccccc1Cl)c1ccc2ccccc2c1 | 1 | 12 | -6 | 7 | -1.4 | 5 | -6 | -5 | 1 |
| COC(=O)c1cc(OC(=O)c2ccc(=O)[nH]c2)cc(C(=O)OC)c1 | -2 | -3 | -3 | 5 | -0.7 | 0 | 9 | 7 | 1 |
| CC1(C)CC(=O)C2=C(C1)c1c(ccc3ccccc13)NC2c1cc([N+](=O)[O-])cc([N+](=O)[O-])c1O (stereo not given) | 4 | 18 | 12 | 16 | 2.3 | -15 | -3 | 13 | 2 |
| COc1cc(C(=O)NCCN2C(=O)S/C(=C\c3ccc(F)cc3)C2=O)ccc1OCC(=O)N1CCOCC1 | 2 | 3 | -1 | -3 | 0.3 | 6 | -8 | 0 | 5 |
| O=C(O)C[C@H]1c2ccccc2S(=O)(=O)N1C1CCCCC1 | 0 | 28 | -1 | 3 | -1.2 | -10 | -1 | 27 | 2 |
| O=C(CN(Cc1ccccc1Cl)C(=O)c1ccc(CN2CCOCC2)o1)NCc1ccccc1 | 1 | 26 | -10 | 0 | 2.0 | 4 | -7 | -4&-1 | 0 |
| COc1ccc(NC(=O)c2cc(-c3ccccc3)on2)cc1 | -1 | 8 | 1 | 10 | 3.5 | -2 | -3 | -1 | 4 |
| CCOC(=O)/C=C1\SCC(=O)N1CC(=O)c1ccc[nH]1 | 1 | -21 | 3 | 14 | 4.4 | -1 | 7 | 15 | 2 |
| FC(F)(F)c1cc(-c2ccco2)nc(-n2cnc3ccccc32)n1 | 7 | 8 | -2 | -3 | 2.5 | 1 | -5 | i | 4 |
| CSc1ccccc1C(=O)NCc1ccccc1 | 0 | 0 | -6 | 0 | -1.9 | -10 | 7 | -11 | 0 |
| CC(=O)c1nn(-c2ccc(Br)cc2)cc1C(=O)c1ccccc1 | 0 | 2 | -2 | 14 | -1.2 | -1 | 10 | -2 | 3 |
| Cc1ccc(-c2nc3ncccc3o2)cc1NC(=S)NC(=O)c1ccco1 | 5 | 22 | 0 | 6 | 1.0 | -6 | -1 | -2 | 0 |

Assay outcomes (PubChem BioAssay)
